# Compound activity from PubChem.
# GPR119 activation = off-target GPR119 activation – cell-based, PathHunter beta-arrestin, luminescence, set 2, counter-screen for GPR151 activator project, confirmation (AID 1508607); GPR119 PathHunter beta-arrestin cells, luminescence, 90 min; active compounds read high; activation, % at 11.2 µM; 2,300 compounds, 0.9% hits;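 active means mean percent activation across replicates above the counterscreen hit cutoff of 9.17%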;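 further: 0% = median of sample wells and 100% = wells given EA reagent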
# GPR151 beta-arrestin = GPR151 activators, triplicate retest, confirmation, cell-based, PathHunter beta-arrestin, luminescence, set 2 (AID 1508608); GPR151 PathHunter beta-arrestin cells, luminescence, 90 min; active compounds read high; 100% = signal from added EA reagent; activation, % at 11.2 µM; 2,300 compounds, 0.9% hits;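 active means mean activation across replicates above 26.72%, the hit cutoff set for this confirmation screen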;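 further: 0% = plate median of compound wells and 100% = EA reagent high control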
# The depositor's hits bear a star. This is a subset. The share of hits here may be higher or lower than overall.
# Fields – GPR119 activation	GPR151 beta-arrestin
CCC1(C2CCN(CC3CC=CCC3)CC2)NC(=O)N(Cc2ccc3c(c2)OCO3)C1=O (stereo unspecified)
→ 1.5	-2.7
CN1CCN(c2cc(-c3cn[nH]c3)ccc2NC(=O)Cc2cccc(Cl)c2)CC1
→ 12*	36*
Cc1ccccc1NC(=O)Cc1nnc(SCC(=O)c2cccc([N+](=O)[O-])c2)n1C
→ -1.7	-6.3
CCC1CN(CCNC(=O)c2scc3c2OCCO3)Cc2cc(OC)ccc2O1 (stereo unspecified)
→ 4.3	6.3
COc1cccc(-c2nc(/C=N/c3nccs3)c(O)o2)c1
→ 0.6	-1.1
O=C(NCc1cccc(Br)c1)C1CC2CCCN2C12C(=O)Nc1ccccc12 (stereo unspecified)
→ -1.4	-3.4
COc1ccc(CNCc2c(C(=O)O)[nH]c3ccccc23)cc1
→ -2.4	9.6
Cc1ccc2c(c1)CN(CCC(=O)NCCCn1nnc3ccccc31)CC(C)O2 (stereo unspecified)
→ 4.0	8.1
O=C(Cn1c(=O)oc2ccccc21)Nc1cccc(C(F)(F)F)c1
→ 3.9	2.0
CCOCCCNC(=O)CN1C(=O)/C(=C\c2ccc(Cl)cc2)Sc2ccccc21
→ -2.7	-0.6
Cc1nn(C)c(N=Nc2c(O)[nH]c3ccc([N+](=O)[O-])cc23)c1[N+](=O)[O-]
→ -4.2	-12
CC(C)N(CCCNC(=O)Cn1c2ccccc2c2cn[nH]c(=O)c21)Cc1ccccc1
→ -2.1	-1.4
Cc1cccc2c(N)c3c(nc12)N(C)CC3
→ 2.5	5.5
COc1ccc(-n2nc3c(c2NC(=O)C2(c4ccc(Cl)cc4)CCCC2)CSC3)cc1
→ 3.7	2.4
CCC(=O)N1c2ccccc2-c2nnc(SC)nc2OC1c1ccc(OC)cc1 (stereo unspecified)
→ -2.7	-10
Cn1c(=O)cc(OCCCC(=O)Nc2ccccc2F)c2ccccc21
→ -3.8	-2.9
Cc1ccc(CNC(=O)c2ccc3c(c2)NC(=O)CS3)cc1
→ -1.7	-0.8
O=C(c1nc2ccc(Cl)cn2c1CN1CCC[C@H]1CO)N1CCc2ccccc2C1
→ 4.6	1.4
COC(=O)c1ccc(/C=N/NC(=O)c2cc(-c3ccc(C)o3)[nH]n2)cc1
→ -4.5	-2.2
Cc1nnc2c(Nc3ccc(C(C)C)cc3)nc3ccccc3n12
→ -0.9	-0.1
C/C(=N\NC(=O)c1ccccc1)c1cc2cc([N+](=O)[O-])ccc2oc1=O
→ -5.3	-12
COc1cc(C2NC(=O)NC(C)=C2C(C)=O)cc(Br)c1OCc1ccccc1 (stereo unspecified)
→ 2.3	1.6
CCCN(CCC)CCCn1cnc2c([nH]c3ccc(F)cc32)c1=O
→ 2.1	1.7
COCc1ccc(C(=O)NC(C)c2cnn(-c3ccccn3)c2C)s1 (stereo unspecified)
→ 2.9	2.9
CC1CC(Nc2ccccc2)c2ccccc2N1C(=O)c1ccccc1[N+](=O)[O-] (stereo unspecified)
→ 2.3	12
O=[N+]([O-])c1ccc(C2OCOCC2O)cc1 (stereo unspecified)
→ 2.9	-6.0
O=C(O)c1ccccc1-c1ccccc1C(=O)NC1CS(=O)(=O)CC1O (stereo unspecified)
→ 7.0	17
CC1(Cc2cccc(C#N)c2)C(=O)Nc2ccc(F)cc21 (stereo unspecified)
→ 3.9	5.9
CC1CCc2cc(F)ccc2N1C(=O)/C=C/c1cccc([N+](=O)[O-])c1 (stereo unspecified)
→ 0.0	-5.6
O=[N+]([O-])c1ccc(NCCNS(=O)(=O)c2ccccc2)c(C(F)(F)F)c1
→ 3.8	3.9
O=C(Cn1cnc2ccccc2c1=O)Nc1cccc(C(F)(F)F)c1
→ -0.9	4.6
CCN(CC)S(=O)(=O)c1ccc(C(=O)Nc2ccc(Cc3ccncc3)cc2)cc1
→ 2.3	7.8
Cc1ncc(CO)c2cc(C(=O)Nc3cccc(F)c3)c(=O)oc12
→ 2.3	2.5
COC(=O)c1cc2c(cc1NC(=O)CSCCc1ccccn1)OCO2
→ -1.1	1.1
COc1cc(C2C(C#N)=C(N)Oc3n[nH]c(-c4cc(OC)c(OC)c(OC)c4)c32)ccc1OC(=O)N1CCOCC1 (stereo unspecified)
→ -0.5	0.4
COCC1CCN(c2nc3nonc3nc2NC2CCCC2)CC1
→ 2.9	1.9
CCOC(=O)c1cnc2cc(C(F)(F)F)ccc2c1Nc1ccc(C)cc1Br
→ -0.7	-3.8
N#C/C(=C\c1cn(CC(=O)NCC2CCCO2)c2ccccc12)C(=O)NC1CC1 (stereo unspecified)
→ -0.6	4.5
COC(=O)c1cn(NC(=O)c2ccc([N+](=O)[O-])c(C)c2)c(=O)c2ccccc12
→ -1.3	-0.5
COc1ccc(N2CCC(CNS(=O)(=O)c3cccc(Cl)c3)C2)cc1 (stereo unspecified)
→ -1.7	2.3
COc1cc([N+](=O)[O-])ccc1-n1cccc1/C=C1\C(=N)N2N=CSC2=NC1=O
→ -1.1	3.4
CCOC(=O)C1=C(C)N=c2s/c(=C\c3ccc(-c4ccccc4C(=O)O)o3)c(=O)n2C1c1ccccc1OC (stereo unspecified)
→ -1.8	4.1
COc1ccc(Cn2c(C)c(C)n3c4c(=O)n(CCCO)c(=O)n(C)c4nc23)cc1
→ 1.3	0.6
O=C(CSc1nnc(Cc2cc(=O)[nH]c(=O)[nH]2)n1-c1ccccc1)NC1CCCC1
→ -0.9	2.6
CCCCNC(=O)c1nccnc1C(=O)O
→ 1.1	1.6
CCOc1ccc(NC(=O)C/C(C)=N/NC(=O)COc2ccc(OC)cc2)cc1
→ -1.6	-3.2
CCCCN(CCNC(=O)Cn1ncc2c1-c1cc(C)ccc1OC2)Cc1ccco1
→ 0.8	7.8
COC(=O)c1nnn(CC(=O)Nc2ccc(F)cc2F)c1C(=O)OC
→ 0.9	-3.4
CC1CCCCC1NC(=O)C(=O)c1c[nH]c2ccccc12 (stereo unspecified)
→ -1.8	5.8
COC(=O)c1ccc(Cl)cc1NC(=O)N(C(C)C)C1CCN(C(C)=O)CC1
→ 1.4	6.0
CCCc1cc(=O)[nH]c(SCC(=O)Nc2ccccc2Cl)n1
→ -0.5	-1.9
CCOc1ccc(C2CC(c3ccc(CC)cc3)Nc3nc(N)nn32)cc1 (stereo unspecified)
→ -0.2	-1.8
CCC(=O)N1CCN(c2ccc(NC(=O)c3ccco3)cc2)CC1
→ 0.7	-6.2
COCCC(=O)N1CCCC(CNS(=O)(=O)c2ccc(OC)cc2)C1 (stereo unspecified)
→ 2.5	3.3
COc1ccc(NC(=O)CSc2c[nH]c3ccccc23)cc1
→ 4.8	1.2
COc1cc(/C=c2\sc3nc4ccccc4n3c2=O)ccc1OCc1cccc(F)c1
→ 1.3	6.7
CCCNC(=O)c1c(C)nn(-c2ccccc2)c1-n1cccc1
→ -0.7	-1.8
Cc1ccc(OCCSc2nc(C)cc(Oc3ccc(=O)n(C)n3)n2)cc1
→ 0.6	2.8
CCOC(=O)c1nnn(C(CC)C(=O)Nc2cc(OC)ccc2OC)c1C(=O)OCC (stereo unspecified)
→ 2.3	0.5
CCOc1ccc(C(=O)Nc2c(C(=O)OC)sc3ccccc23)cc1
→ -3.2	-4.8

# Next records follow:
# Fields – GPR119 activation	GPR151 beta-arrestin
CCN(CC)S(=O)(=O)c1ccc(F)c(C(=O)Nc2ccc(C)c(Cl)c2)c1
→ -0.8	2.8
Clc1cc2c(cc1-c1nc(-c3ccccc3)c(-c3ccccc3)[nH]1)OCO2
→ 4.7	8.4
O=C(NCCO)C(=O)Nc1cccc(Cl)c1Cl
→ 1.5	0.0
COCCNC(=S)Nc1ccc(OC)cc1
→ 3.3	5.5
Cc1cc(C)c(C2=NON3N(C(=O)c4ccc(S(=O)(=O)N5CCCCC5)cc4)c4ccccc4N23)c(C)c1
→ 1.7	1.2
O=c1c2sc3ccccc3c2n(CCN2CCOCC2)c(=O)n1Cc1ccccn1
→ -1.4	1.9
O=C(Cn1ncc2c(=O)oc3ccccc3c21)N1CCN(C2CCCCC2)CC1
→ -2.6	4.5
Cn1c(=O)[nH]c(=O)c2c1nc(N1CCN(c3cccc(Cl)c3)CC1)n2Cc1ccccc1
→ 1.0	6.7
O=C(NCCC12CC3CC(CC(C3)C1)C2)c1cc([N+](=O)[O-])ccc1N1CCOCC1
→ 3.3	6.9
NNC(=O)CNC(c1ccccc1)c1cc(Br)ccc1N (stereo unspecified)
→ -4.8	-4.8
CN(C)C(=O)CN1N=C(C(C)(C)C)Cn2c(cc3sccc32)C1=O
→ 1.6	5.2
Cc1ccc(C)c(CN2CCCNC2=O)c1
→ 1.7	-2.2
CC1=C(C(=O)OCC(C)C)C(c2ccc(Cl)cc2Cl)NC(=O)N1 (stereo unspecified)
→ -1.9	1.8
COc1ccc(NC(=O)NCCCN2CCN(c3cc(C)ccc3C)CC2)cc1
→ 2.2	1.1
Cc1cc(C)cc(N(CC(=O)N2CCc3ccccc32)S(=O)(=O)c2c(C)noc2C)c1
→ -0.7	4.2

# Four of the compounds above, with bars between the fields:
molecule | GPR119 activation | GPR151 beta-arrestin
CCOC(=O)C1=C(C)N=c2s/c(=C\c3ccc(-c4ccccc4C(=O)O)o3)c(=O)n2C1c1ccccc1OC (stereo unspecified) | -1.8 | 4.1
COc1cc([N+](=O)[O-])ccc1-n1cccc1/C=C1\C(=N)N2N=CSC2=NC1=O | -1.1 | 3.4
O=[N+]([O-])c1ccc(NCCNS(=O)(=O)c2ccccc2)c(C(F)(F)F)c1 | 3.8 | 3.9
Cc1ccc2c(c1)CN(CCC(=O)NCCCn1nnc3ccccc31)CC(C)O2 (stereo unspecified) | 4.0 | 8.1

# Remaining list, next part:
# Fields – GPR119 activation	GPR151 beta-arrestin
O=c1c2c(-c3ccccc3)csc2ncn1Cc1cccc(Br)c1
→ -0.8	6.8
O=C(c1cccc([N+](=O)[O-])c1)N1CC2C3C=CC(C3)C2C1 (stereo unspecified)
→ -3.9	-3.1
COC(=O)c1cc(Nc2ncnc3c2cnn3-c2ccc(Cl)cc2)cc(C(=O)OC)c1
→ 1.6	5.3
CCC(=O)c1c(O)c2ccccc2oc1=O
→ 0.0	-3.1
Cc1ccc(S(=O)(=O)N2CCCC2CNC(=O)C(=O)Nc2c(C)cccc2C)cc1 (stereo unspecified)
→ -0.9	3.4
COCCn1cnc2sc3c(c2c1=O)CCC(N1CCN(c2ccccc2)CC1)C3 (stereo unspecified)
→ 3.9	3.9
Cc1ccc(CNC(=O)c2c(C)cc(=O)oc2C)cc1
→ 5.3	8.4
CCOC(=O)c1cnc2c(OC)cccc2c1Nc1cccc(C(=O)O)c1
→ -0.9	0.4
O=C(O)c1ccc(CNCCc2ccccc2Cl)s1
→ -0.4	-1.1
Cc1nn(-c2ccc(Nc3ccc(NC(=O)c4cccc(F)c4)cc3)nn2)c(C)c1C
→ -2.1	-1.7
O=C(O)c1cc(N=Cc2ccco2)ccc1O
→ -1.3	-1.8
O=C(Cn1c(=O)[nH]c2ccccc2c1=O)NCCc1ccccc1Cl
→ -4.2	3.4
COc1ccc(-c2csc(Nc3ccccc3)n2)cc1F
→ 2.3	0.5
Cc1ccc2nc(NC(=O)c3ccc(C)c([N+](=O)[O-])c3)sc2c1
→ -2.1	-2.2
CCOC(=O)N1CCN(c2c(NC3CCCC3)c(=O)c2=O)CC1
→ -2.5	-0.3
O=C(Nc1c2c(nn1-c1cccc(Cl)c1)CSC2)c1ccccc1Br
→ -0.4	10
Cc1ccc(C(=O)c2coc3ccc(O)c(CN4CCOCC4)c23)cc1
→ 0.9	3.6
CC1Oc2ncc(C(F)(F)F)cc2N(Cc2ccc(C(F)(F)F)o2)C1=O (stereo unspecified)
→ -2.7	3.9
O=C1N/C(=C/c2ccccc2)C(=O)N1c1cccc(Cl)c1
→ 2.5	2.1
Cc1ccc(Cn2ccc(NC(=O)CCC(=O)O)n2)cc1
→ -1.3	-1.4
CCOC(=O)c1ccc(N=Cc2c(O)[nH]c3ccccc23)cc1
→ -1.3	1.5
Cc1ccc(S(=O)(=O)N(CC(=O)Nc2ccc(C(N)=O)cc2)c2ccccc2C)cc1
→ 1.8	9.2
O=S(=O)(/C=C/c1cccc(Br)c1)N1CCOCC1
→ -2.6	2.0
CCn1c(=S)sc2c(=O)[nH]c(C)nc21
→ -3.1	-7.1
CC(C)CCNC(=O)CCCOc1cc(=O)n(C)c2ccccc12
→ -2.9	-1.9
CCOC(=O)CC(C(C)C)N(Cc1ccc(Cl)c([N+](=O)[O-])c1)S(=O)(=O)c1ccc(F)cc1 (stereo unspecified)
→ 1.6	-0.1
O=C(O)c1cccc(-c2cnn3c(NCc4ccc(F)cc4)ccnc23)c1
→ 4.2	3.4
CCOc1ccc(N(CC(=O)O)S(=O)(=O)c2ccc3[nH]c(=O)c(=O)[nH]c3c2)cc1
→ 1.8	2.9
C#CC(C)(C)OC(=O)c1ccc(OC)cc1
→ 5.5	0.6
O=C(CCc1nnc2n(Cc3ccccc3)c(=O)c3ccccc3n12)NCCN1CCCC1
→ -0.8	-0.4
CC1=C(C(=O)Nc2ccc(C(=O)NC3CCCC3)cc2)SCCO1
→ -2.5	-1.7
Cc1ccc(Nc2nc(Cl)nc(N3CCOCC3)n2)cc1Cl
→ -1.7	2.5
CCn1cc(C(=O)NCC(OC)OC)c(=O)c2ccc(C)nc21
→ 5.1	3.3
N#Cc1c(-c2ccccc2)cc(-c2cccs2)nc1SC1CCCCC1O (stereo unspecified)
→ 2.9	4.8
Cc1ccc(/C=N/NC(=O)Cc2cccn2C)s1
→ -1.5	11
CCCC1CCC(c2ccc(C(=O)COC(=O)C(Cc3ccccc3)NC(=O)C34CC5CC(CC(C5)C3)C4)cc2)CC1 (stereo unspecified)
→ -0.7	-0.9
O=C(N[C@H]1C[C@H]2C(=O)N[C@@H](Cc3ccccc3)C(=O)N2C1)c1ccc(Br)cc1
→ 1.4	0.3
Cc1ccc2c(c1)NC(C)(C)c1sn(-c3ccc(C(C)C)cc3)c(=S)c1-2
→ 1.5	6.2
O=c1/c(=C/c2cn(Cc3ccccc3F)c3ccccc23)sc2nc3ccccc3n12
→ 2.6	-2.1
